# SIAE primary: human SIAE inhibitors, primary screen, biochemical, fluorescence polarization, FP-Rh probe, 1536-well HTS; hit rate 0.69% among 370,000; AID 1053197, 2014; SIAE FP-Rh probe binding; inhibition, % at 9.66 µM;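 active = inhibition above a cutoff: mean of compounds within the control limits plus 3 SD of those, cut at about 17% in these data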;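 also: 0% = plate median of compound wells and 100% = probe without SIAE protein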
# TCR-CD3 inh: inhibitors of human TCR-CD3 interaction, primary screen, biochemical, fluorescence, TAMRA-labeled TCR probe | T-cell receptor (TCR) | inhibition, % at 9.4 µM | hit rate 0.37% among 360,000; in the data active = inhibition above about 19%;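 also: recombinant mutant TCR 2C K166C tagged with TAMRA read by polarization; 0% = receptor in buffer alone and 100% = receptor with positive control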
# TDP2 inh: human TDP2 enzyme inhibitors, primary screen, biochemical, epi absorbance, recombinant enzyme | Tyrosyl-DNA phosphodiesterase 2 (Homo sapiens), O95551 | T5PNP hydrolysis, p-nitrophenol absorbance 415 nm | inhibition, % at 12.8 µM | hit rate 0.34% among 370,000 | AID 720702, 2013;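 active = inhibition above the mean of all tested compounds plus 3 SD, set per campaign, cut at about 25% in these data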;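 also: 0% = DMSO with enzyme and 100% = buffer with substrate but no TDP2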
# Target sequence (O95551 whole entry, looked up): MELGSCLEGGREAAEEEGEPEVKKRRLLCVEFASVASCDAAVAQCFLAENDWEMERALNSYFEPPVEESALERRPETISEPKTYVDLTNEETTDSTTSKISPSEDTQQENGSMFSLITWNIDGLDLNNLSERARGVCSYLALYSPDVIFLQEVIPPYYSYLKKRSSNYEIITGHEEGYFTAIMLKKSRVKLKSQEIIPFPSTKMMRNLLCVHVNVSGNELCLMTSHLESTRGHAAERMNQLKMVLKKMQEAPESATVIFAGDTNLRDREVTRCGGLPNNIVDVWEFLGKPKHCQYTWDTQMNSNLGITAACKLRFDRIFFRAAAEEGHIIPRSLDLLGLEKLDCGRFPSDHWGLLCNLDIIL
#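 System – recombinant human TDP2 · Amount – 120 nM TDP2 per well · Buffer or medium – Mg2+-containing Tris-HCl buffer, pH 7.5 · Reagent – T5PNP substrate, 5 mM · Dosing – 12.8 µM single point, 1% DMSO · Incubation – 2 h at 37 °C · Measured by – epi absorbance · Read-out basis – percent inhibition · Benchmarks – high control without enzyme, low control DMSO plus TDP2 · Repeats – singlicate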
# UHRF1 binding: UHRF1 methylated DNA binding inhibitors, primary screen, counter-screen for MBD2 inhibitor project, biochemical, TR-FRET, human UHRF1, single concentration. UHRF1 binding to methylated oligo. inhibition, % at 4.4 µM. hit rate 0.75% among 370,000. AID 687016, 2013; in the data active = inhibition above about 21%;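 also: UHRF1 SRA domain binding a hemimethylated CpG hairpin DNA probe; 0% = median of test compound wells and 100% = reference inhibitor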
# Tn7 DDE FP: inhibitors of Tn7 peptide binding to fibrin DD(E), primary screen, biochemical, fluorescence polarization, human fibrin, Tn7 probe. FP displacement of FITC-Tn7 peptide from fibrin DD(E); 0% = median of compound wells per plate. inhibition, % at 8.3 µM. hit rate 0.13% among 370,000. Fibrinogen beta chain (Homo sapiens), P02675;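 active = inhibition above the mean of compounds falling within the control limits plus 3 SD of them, cut at about 14% in these data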;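 also: 0% = plate median of compound wells and 100% = 10 µM Aha-Tn7 peptide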
# Target sequence (P02675 whole entry, looked up): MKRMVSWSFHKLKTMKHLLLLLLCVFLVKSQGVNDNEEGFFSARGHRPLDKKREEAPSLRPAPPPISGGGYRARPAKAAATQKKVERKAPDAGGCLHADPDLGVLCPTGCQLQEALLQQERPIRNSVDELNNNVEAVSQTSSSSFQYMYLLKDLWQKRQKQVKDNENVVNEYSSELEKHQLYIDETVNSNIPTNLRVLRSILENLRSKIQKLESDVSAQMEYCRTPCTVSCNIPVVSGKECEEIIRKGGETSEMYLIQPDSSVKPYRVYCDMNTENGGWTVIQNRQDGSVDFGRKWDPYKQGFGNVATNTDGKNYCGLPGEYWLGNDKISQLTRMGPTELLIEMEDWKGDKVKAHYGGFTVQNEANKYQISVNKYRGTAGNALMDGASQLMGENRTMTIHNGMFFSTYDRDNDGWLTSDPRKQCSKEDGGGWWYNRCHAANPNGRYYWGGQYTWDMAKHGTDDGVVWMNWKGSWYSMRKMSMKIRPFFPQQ
#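 system = human fibrin DD(E) protein | quantity = DD(E) 2 µM final | medium = Tris/NaCl/CaCl2 buffer, pH 7.8 | also added = labelled Tn7 tracer, 0.1 µM | compound dosing = single point at 8.3 µM | timing = compound with protein 10 min, then 3 h after probe, room temperature | signal = FP measurement | benchmarks = Aha-Tn7 high control | repeats = one replicate per compound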
# Tn6 DDE FP: inhibitors of Tn6 peptide binding to fibrin DD(E), primary screen, biochemical, fluorescence polarization, human fibrin, Tn6 probe; Fibrinogen beta chain (Homo sapiens), P02675; Fibrin DD(E) TRITC-Tn6 fluorescence polarization displacement; inhibition, % at 8.3 µM; hit rate 0.21% among 370,000; AID 720509, 2013;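 active = inhibition above a per-campaign cutoff: mean of compounds within control limits plus 3 SD, cut at about 15% in these data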;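 also: 0% = median of all compound wells on the plate and 100% = blocking peptide control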
# PRMT1 inh: PRMT1 methyltransferase inhibitors, primary screen, biochemical, fluorescence polarization. hit rate 1.3% among 370,000. Protein arginine N-methyltransferase 1 (Homo sapiens), Q99873. recombinant PRMT1, activity-based probe fluorescence polarization. inhibition, % at 2.79 µM;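 active = inhibition above about 21% made by adding two undisclosed values, limit read from the data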
# KLK7 zymogen act: proKLK7 zymogen activators, primary screen, biochemical, fluorescence intensity; Kallikrein-7 (Homo sapiens), P49862; purified proKLK7, EDANS-DABCYL substrate fluorescence; 100% is mature enzyme control, 0% vehicle; activation, % at 7 µM; hit rate 0.9% among 370,000;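 active = activation above the mean of all tested compounds plus 3 SD, computed per campaign excluding outliers beyond control limits, cut at about 13% in these data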
# LEDGF integ inh: blockers of LEDGF/p75-dependent integrase strand transfer – biochemical, TR-FRET, high throughput, primary screen; HIV-1 integrase (with human LEDGF/p75); TR-FRET IN-LEDGF/p75 DNA integration, Eu/Cy5; inhibition, % at 3.7 µM; hit rate 0.64% among 370,000;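 active = inhibition above the screen-wide mean plus 3 SD, cut at about 13% in these data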;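 also: signal is the Cy5 over europium emission ratio at 671 and 618 nm; 0% = plate median of compound wells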
# MBD2 inh: inhibitors of MBD2 binding to methylated DNA, primary screen, biochemical, TR-FRET, DNA-binding domain, human; inhibition, % at 4.4 µM; hit rate 0.31% among 370,000; Methyl-CpG-binding domain protein 2 (Homo sapiens), Q9UBB5; MBD2 binding to methylated oligonucleotide; in the data active = inhibition above about 13%
# The depositor's hits bear a star.
mol,SIAE primary,TCR-CD3 inh,TDP2 inh,UHRF1 binding,Tn7 DDE FP,Tn6 DDE FP,PRMT1 inh,KLK7 zymogen act,LEDGF integ inh,MBD2 inh
COc1ccc(-c2nc3c(n2O)CCc2c-3no[n+]2[O-])cc1,12,4,-2,4,-2,2,4,0.1,-4,-3
O=[N+]([O-])c1cc(C(F)(F)F)cc([N+](=O)[O-])c1NCCNC(=S)Nc1cccc(F)c1,14,-10,-5,-1,1,-1,5,0.1,-2,5
CSc1ccccc1OCc1cc(C(=O)NCCc2nc(C)cc(C)n2)no1,0,-4,8,1,0,-6,2,-0.3,-3,-2
C=CCC1(O)CC(c2ccco2)NC(c2ccco2)C1CCC (centres undefined),2,4,6,1,14,10,3,0.0,-1,-7
Cc1ccc(-c2nc(CS(=O)CC(=O)NC3CCC(C)CC3)c(C)o2)cc1 (centres undefined),3,-4,7,-2,-4,1,5,-0.2,-3,0
CCS(=O)(=O)N1CCN(Cc2ccncc2)CC1,3,-1,0,7,0,-4,2,0.1,1,-1
CCC1=C2CC[C@H]3C(=O)NC(=O)[C@H]3[C@H]2[C@@]2(Cc3ccccc3)C(=NCC(=O)OC)OC(=O)N2C1=O,-1,3,-7,-2,6,10,-1,0.1,-2,0
Cc1nc(NCc2ccccn2)c2c3c(sc2n1)CCCC3,-11,3,-3,-2,11,2,0,0.3,-4,1
C#CCOCCOCCOCCNc1nc(N2CCN(C(=O)[C@H](CCC(=O)O)n3cc([C@@H](N)CC(N)=O)nn3)CC2)nc(N2CCN(C(=O)[C@H](CCC(=O)O)n3cc([C@@H](N)CC(N)=O)nn3)CC2)n1,1,0,-3,5,2,-7,-4,0.2,1,-3
O=C(OCC(=O)N1CCOCC1)c1ccccc1Br,6,-8,4,-2,-1,4,1,0.3,-1,-4
COc1cc(NC(=O)Cn2c(=O)n(-c3cccc(C)c3)c(=O)c3c(C)c(C)sc32)cc(OC)c1,1,-2,-6,7,2,3,0,0.1,2,2
COC(=O)c1ccccc1NC(=O)C(C)NS(=O)(=O)c1ccc(OC)cc1 (centres undefined),-2,-5,-9,4,3,5,5,-0.1,-1,7
COc1ccc([C@H]2CC(=O)C=C(c3cccc(OCc4ccccc4)c3)C2)cc1,-3,4,4,-3,-10,2,-2,0.5,0,3
CCOc1ccccc1CNCCOC,2,4,-3,0,-4,0,2,0.1,-2,0
CCN(CC(=O)Nc1c(F)cccc1F)C(=O)Cc1sc(C)nc1-c1ccc(F)cc1,-2,-6,4,4,0,-1,1,0.3,-3,4
CCOC(=O)c1nc2c(=O)n(C)c(=O)n(C)c2n(C)c1=O,-3,0,2,2,-4,-9,4,-4.2,-5,0
CCOc1ccc2[nH]c3nc(SCC(=O)NC4CC4)nnc3c2c1,2,5,9,-6,3,6,-2,1.4,1,2
Cc1ccc(NC(=O)CSc2nnc(-c3ccco3)o2)c(C)c1,-3,11,-6,0,3,-3,-2,-0.2,-1,2
Cc1ccnc(NC(=O)c2ccco2)n1,-2,7,-7,0,2,-3,2,-0.3,0,1
O=C(CCCl)N1CCCC2(CCCCC2)C1,0,8,-12,2,-4,4,1,0.5,1,0
O/N=C1\CCCC\C1=C/c1ccccc1,5,8,1,0,4,3,0,-0.1,-1,-3
Cn1c(=O)[nH]c(=O)c2c1nc(CN1CCN(c3ccc(F)cc3)CC1)n2CCN1CCOCC1,6,4,-3,-3,5,1,0,0.0,-1,-5
O=C(Cc1ccccc1F)c1ccc(O)cc1O,-3,-3,-9,2,4,-5,5,-0.8,-2,5
CCOC(=O)N1CCOCCOCCN(C(=O)OCC)CCOCC1,1,2,-8,-1,4,12,0,0.0,-2,-7
CN(c1ccc(C(=O)Nc2ccc(CC#N)cc2)cc1)S(C)(=O)=O,1,-6,2,-1,-2,8,1,0.5,0,-5
CN1CCN(c2ccccc2NC(=O)c2ccc(-c3ccccc3[N+](=O)[O-])o2)CC1,-4,5,-7,-1,1,5,-1,0.4,3,-2
COc1ccc(OCCn2cncn2)cc1,8,4,7,1,3,0,1,-0.4,0,-4
COc1cc(OC)cc(C(=O)N2CCCC(Nc3ccc(F)cc3)C2)c1 (centres undefined),11,0,-1,-1,2,0,-2,0.6,-2,-1
CC1CCN(C(=O)COC(=O)[C@H](C)NS(=O)(=O)/C=C/c2ccccc2)CC1,5,0,-4,-3,4,1,0,0.4,1,-1
Cc1nnc(NNS(=O)(=O)c2ccc(Cl)cc2)[nH]c1=O,-2,-7,4,2,2,-11,5,-0.1,0,6
S=c1nc(-c2ccc(Cl)cc2)[nH][nH]1,14,0,6,0,3,2,14,0.7,0,2
COCCCNC(=O)C1CCN(c2ccc(N3CCOCC3)nn2)CC1,3,0,18,16,-4,-2,2,6.3,-1,7
Cc1ccccc1OCCC(=O)Nc1ccc(N2CCOCC2)cc1N1CCOCC1,-3,5,-14,-2,-1,5,-1,-0.1,2,-2
CC1CCC(NC(=O)CSc2ccc(S(=O)(=O)N(C)C)cn2)CC1 (centres undefined),0,2,-5,3,-5,9,-3,0.1,8,-7
N/C(Cc1ccc([N+](=O)[O-])cc1)=N\OC(=O)COc1ccc2ccccc2c1,-7,4,-15,-1,-6,-7,-4,0.2,4,-5
O=C(NC1CCCCC1)c1cc([N+](=O)[O-])ccc1N1CCCCC1,-1,0,-17,-2,9,12,1,-0.4,-4,1
Cc1ccc(C(c2nnnn2C2CCCC2)N2CCc3ccccc32)cc1 (centres undefined),6,-5,-20,-1,3,6,0,0.5,1,1
COc1ccccc1C(=O)COC(=O)c1cc([N+](=O)[O-])ccc1N1CCOCC1,1,-11,0,3,1,-1,2,0.3,-5,2
Cc1ccc(C)c(NC(=S)N2CCN(CCO)CC2)c1,0,3,11,-2,-7,2,-2,-0.2,0,-1
CCc1sc(N2C(=O)C3C4CCC(C4=C(C)C)C3C2=O)nc1-c1ccccc1 (centres undefined),2,4,-2,-2,-7,-2,-2,-0.1,3,-6
COc1cccc(CN2CCN(C(=O)c3oc4c(F)cccc4c3C)CC2=O)c1,1,1,13,-1,1,-4,2,-0.2,-6,2
O=[N+]([O-])c1cc(-c2ncccn2)cs1,3,12,-5,0,-2,8,-1,-0.7,5,2
NNC(=O)c1cc2nc(-c3cccs3)cc(C(F)(F)F)n2n1,-12,4,1,-7,-4,5,-1,-10,3,-6
CNC(=O)COC(=O)/C=C/c1ccc(F)cc1,-2,1,3,1,-1,5,1,0.3,-1,-4
COc1ccc(CCNC(=O)CC(=O)N/N=C/c2ccc(C(=O)O)cc2)cc1OC,2,2,9,-2,-11,2,-1,-0.5,-4,-3
COc1ccccc1-c1coc2cc(O)cc(O)c2c1=O,2,1,-2,-1,-4,-9,-1,0.0,1,-2
COc1ccccc1N(CC(=O)Nc1cccc(C(F)(F)F)c1)S(C)(=O)=O,-7,0,-2,1,-1,1,0,-0.5,-4,1
COc1cc(C(=O)N/N=c2/sc3ccccc3n2C)cc(OC)c1OC,2,7,-9,-1,2,-1,0,-0.1,-2,-3

# One compound at a time, from the list above. Order of values: SIAE primary	TCR-CD3 inh	TDP2 inh	UHRF1 binding	Tn7 DDE FP	Tn6 DDE FP	PRMT1 inh	KLK7 zymogen act	LEDGF integ inh	MBD2 inh
# COc1ccc(CCNC(=O)CC(=O)N/N=C/c2ccc(C(=O)O)cc2)cc1OC is entered as 2	2	9	-2	-11	2	-1	-0.5	-4	-3
# O=[N+]([O-])c1cc(-c2ncccn2)cs1 is entered as 3	12	-5	0	-2	8	-1	-0.7	5	2

# Remaining list, next part
mol,SIAE primary,TCR-CD3 inh,TDP2 inh,UHRF1 binding,Tn7 DDE FP,Tn6 DDE FP,PRMT1 inh,KLK7 zymogen act,LEDGF integ inh,MBD2 inh
Cc1cccc(/C=N/n2c(-c3cc(-c4ccccc4)n[nH]3)n[nH]c2=S)c1,8,1,10,-2,-1,4,4,-1.1,-4,2
CCOc1ccc(CNCCNC(=O)c2nonc2N)cc1,2,6,-2,-1,2,6,0,-1.2,-5,-3
CC(C)N(Cc1ccccc1)C(=O)CSc1nccn1C,-7,-1,14,-1,1,-3,-2,-0.9,1,0
O=C(Oc1ccc2c3c(c(=O)oc2c1)CCCC3)c1cccs1,-10,-4,-5,1,3,-4,2,-24,-1,2
Cc1nc(CNS(=O)(=O)c2cccc(F)c2)cs1,-1,-3,2,2,-5,-5,0,0.4,1,-3
CC(=O)NCCN=C(C)c1sc2ccccc2c1O,3,-1,-5,-4,5,-4,25*,-0.1,-5,-2
CC1CC1c1ccc(/C=C(\C#N)C(=O)Nc2cc(Cl)ccc2Cl)o1 (centres undefined),-8,-1,3,1,-6,-9,-1,3.5,0,-2
N=c1c2c3c(sc2ncn1N)CCCC3,8,6,9,-2,4,7,0,-0.1,-1,1
CC(NC(=O)c1ccc(Cl)cc1Cl)C(c1ccccc1)N1CCOCC1 (centres undefined),2,4,9,-3,1,-3,-3,0.2,-1,2
CCOC(=O)c1cnc2ccccc2c1Nc1ccc(C(=O)O)cc1,-2,-7,-1,26*,3,6,3,-0.8,-1,3
C/C=C1\C(OC2OC(CO)C(O)C(O)C2O)OC=C(C(=O)OC)C1CC(=O)OCC1C(C)C(OC(=O)CC2C(C(=O)OC)=COC(OC3OC(CO)C(O)C(O)C3O)/C2=C\C)CC1C(CO)CO (centres undefined),8,4,4,2,3,3,1,0.3,-3,0
Cc1cccc(/C=C2/Sc3ccc(C(=O)N4CCOCC4)cc3NC2=O)c1,10,2,-12,-1,4,3,0,-0.5,0,4
CCNc1nc(NCc2ccccc2)nc(Oc2ccc(=O)[nH]n2)n1,-4,1,-4,0,0,2,1,0.6,-6,0
O=C(CN1CCN(c2ccc(C(F)(F)F)cn2)CC1)NCc1ccc2c(c1)OCO2,10,-6,8,0,2,-2,-1,0.1,1,-5
CCNC(=O)CC1C(=O)N(c2ccc(C)cc2)C(=O)N1CCc1sccc1C (centres undefined),-4,-4,10,3,11,4,4,-0.3,-3,0
Cc1nc(Oc2cccc(Cl)c2)c2oc3ccccc3c2n1,-3,3,7,-4,-1,7,-2,0.1,0,-3
